HDAC3 inh = HDAC3 deacetylase inhibitors, primary screen, biochemical, fluorescence, cell-free homogeneous | Histone deacetylase 3 (Homo sapiens), O15379 | recombinant HDAC3, fluorogenic peptide/trypsin coupled | inhibition, % at 8.3 µM | 320,000 compounds, 0.15% hits | AID 2718, 2010; in the data active = inhibition above about 26%, passing the limit was not always enough; inconclusive = no clear call, values can overlap the other calls
Target sequence (O15379 whole entry, looked up): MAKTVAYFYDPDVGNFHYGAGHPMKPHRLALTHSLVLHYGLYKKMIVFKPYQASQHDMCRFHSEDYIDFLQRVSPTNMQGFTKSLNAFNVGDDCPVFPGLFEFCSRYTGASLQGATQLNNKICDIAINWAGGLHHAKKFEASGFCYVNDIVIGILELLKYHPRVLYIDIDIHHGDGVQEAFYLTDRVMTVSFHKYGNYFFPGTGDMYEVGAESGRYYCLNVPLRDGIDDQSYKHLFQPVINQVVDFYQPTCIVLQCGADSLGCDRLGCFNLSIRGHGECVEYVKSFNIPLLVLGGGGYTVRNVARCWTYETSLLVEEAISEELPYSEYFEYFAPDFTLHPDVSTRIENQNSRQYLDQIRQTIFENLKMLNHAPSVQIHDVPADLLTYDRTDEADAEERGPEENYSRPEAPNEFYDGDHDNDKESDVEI
IEC-6 tox = cytotoxicity in IEC-6 intestinal epithelial cells, primary screen, cytotoxicity control for KLF5 inhibitor project, cell-based, luminescence; IEC-6 cytotoxicity, luminescence viability; inhibition, % at 5 µM; 290,000 compounds, 0.78% hits; AID 1825, 2009; in the data active = inhibition above about 22%;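 also: 0% = plate median of test compound wells and 100% = cytotoxic reference compound wells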
AI-2 QS mod = Vibrio harveyi AI-2 quorum sensing modulators, primary screen, JMH597 strain, luminescence/OD600 ratio. Vibrio harveyi JMH597 AI-2 luminescence/OD600 ratio, 9 h; active compounds read low; strain lacks LuxN and CqsS sensors; 0 = neutral-control median. activity change, % at 7.5 µM. 300,000 compounds, 0.4% hits; in the data active = activity change below about -75%, passing the limit was not always enough; inconclusive = no clear call, values can overlap the other calls;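 also: luminescence divided by OD600 gain over 9 h not by final OD600 alone; inactives centre near 13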
HIF activator = HIF pathway transcriptional activators, primary screen, cell-based, U2OS HRE-luciferase, luminescence. U2OS HRE-luciferase reporter; normalized: DMSO 0%, desferrioxamine 100%. activation, % at 7.5 µM (by protocol). 300,000 compounds, 0.32% hits. AID 1910, 2009;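 active = mean activation of at least 10% of the iron chelator positive control signal, with at least half of replicates also reaching 10%; inconclusive = mean and replicate majority disagree about reaching 10%; inactive = mean and most replicates under 10%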
HSP90 refold inh = HSP90 inhibitors, primary screen, cell lysate, luminescence; Rabbit reticulocyte lysate, luciferase refolding luminescence, 3 h; Heat shock protein HSP 90 (rabbit reticulocyte lysate; luciferase refolding); inhibition, % at 5.6 µM; 290,000 compounds, 0.91% hits;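 active = inhibition above the screen-wide mean plus 3 SD, computed separately per campaign, cut at about 16% in these data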;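 also: 0% = DMSO wells and 100% = 60 µM geldanamycin wells; inhibitors lower the luminescence because luciferase stays unfolded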
KLF5 inh = KLF5 expression inhibitors, primary screen, DLD-1 cells, luminescence; AID 1700, 2009; DLD-1 KLF5 promoter-luciferase reporter; 290,000 compounds, 0.23% hits; inhibition, % at 5 µM;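 active = inhibition above a per-plate limit of that plate's mean compound inhibition plus 3 SD, cut at about 60% in these data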;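 also: 0% = DMSO wells and 100% = LY294002 at 200 µM; higher means less KLF5 promoter-driven luciferase light; inactives centre near -14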
HSF1 inhib = HSF1 inhibitors in luciferase reporter cells, primary screen, cell-based, NIH3T3, luminescence | NIH3T3-HGL HSE-luciferase, MG132-induced, luminescence 8 h; active compounds read low | activity change, negative = inhibition, % at 7.5 µM (by protocol) | 300,000 compounds, 0.77% hits | AID 2098, 2009;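 active = more than half of replicate wells show activity change below -50%, luminescence cut by over half; inconclusive = some wells, but at most half, below -50%; inactive = no replicate well below -50%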;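 also: luciferase reports HSF-1 transcriptional activity via heat shock element; 0% = median of DMSO wells and -100% = zero luminescence signal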
aSyn 5UTR inh = MLPCN primary screen, SNCA 5' untranslated region | alpha-synuclein 5'UTR reporter, inhibitor activity | inhibition, % (tested at 7.5 µM) | 300,000 compounds, 0.82% hits; in the data active = inhibition above about 60%; inconclusive = no clear call, values can overlap the other calls;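 also: H4 neuroglioblastoma cells stably carrying SNCA 5'UTR luciferase fusion; 0% = DMSO wells and 100% = positive control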
Platelet DG rel = inhibitors of platelet dense granule secretion, primary screen, cell-based, MLPCN, human platelets. human platelet-rich plasma, SFLLRN dense granule ATP release, luminescence. inhibition, %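 (compounds screened at 7.5 µM in platelet-rich plasma)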. 300,000 compounds, 0.22% hits. AID 1663, 2009;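 active = mean replicate score, as percent of positive control, at or above 50; inconclusive = mean below 50 but at least one replicate at or above 50; inactive = mean and every replicate below 50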
HSF-1 act = HSF-1 activators, primary screen, NIH3T3-HGL cells, MG132 stress, luminescence, single point. NIH3T3-HGL HSF-1 luciferase reporter, 8 h; 100% = twice DMSO control signal. activation, % at 9 µM. 300,000 compounds, 1.7% hits. AID 504408, 2011;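 active = mean replicate activation of at least 50% with a set share of replicates each reaching 50%; inconclusive = only one of those two conditions met; inactive = mean below 50% and too few replicates reaching it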;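 also: 0% = median of the neutral control wells and 100% = twice that signal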
Numbers without * were called inactive; ? = inconclusive; · = not tested or not shown; & = joins results of further samples.

Molecule,HDAC3 inh,IEC-6 tox,AI-2 QS mod,HIF activator,HSP90 refold inh,KLF5 inh,HSF1 inhib,aSyn 5UTR inh,Platelet DG rel,HSF-1 act
CC(=O)c1ccc(-c2nnc(CCC(=O)N3CCCC(C(=O)CC(C)C)C3)o2)s1 (stereo unspecified),-3,-2,126,5.7,-8,-97,14,-157,-13,38
Cc1ccc(C(=O)N/N=C/c2c[nH]c3ccccc23)o1,-1,-5,28,0.4,-3,-35,-4,-7,-13,15
COc1ccc(NC(=O)c2cc(-c3cccs3)on2)c(OC)c1,-4,3,0,-0.4,6,5,-4,-24,1,-4
CCCC1CC(CSC(=N)N)OC1=O (stereo unspecified),0,-2,0,0.0,2,-27,0,-4,9,7
CCc1c(O)nc(SCC(=O)Nc2ccccc2C)[nH]c1=O,-1,4,·,-0.2,-1,-19,-7,11,15,-19
COc1ccc(CCNC(=O)Cn2cnc3ccccc3c2=O)cc1OC,-2,8,-6,-0.3,-3,8,-8,9,3,-10
CCOc1ccc(N2C(=O)C3=C(C(c4ccc(Cl)cc4)=NCCN3)C2c2cccnc2)cc1 (stereo unspecified),1,8,7,0.3,2,0,4,14,26,4
O=C1c2ccccc2S(=O)(=O)N1Cc1ccccc1[N+](=O)[O-],-6,-3,11,1.1,2,-57,-6,8,-2,-2
O=C(CN(c1ccccc1)S(=O)(=O)c1ccc(F)cc1)N1CCCCCC1,6,-6,0,-0.1,-6,-17,11,6,0,5
CN(c1ccccc1)S(=O)(=O)c1cc(C(=O)c2nccn2C)ccc1Cl,1,-13,18,-0.4,-5,-22,6,22,10,-1
CS(=O)(=O)N1CCCC(C(=O)NCCc2ccccc2)C1 (stereo unspecified),1,1,8,-0.2,-3,-19,-16,17,0,-5
CC(=O)Nc1nnc(SCC(=O)N2C(C)CCCC2C)s1 (stereo unspecified),?,-4,41,-0.3,-3,3,8,3,-1,10
O=[N+]([O-])c1ccc(NCc2ccncc2)cc1,2,-2,18,-3.5,-3,-9,-2,9,7,30
COc1ccccc1NS(=O)(=O)c1cc(NC(=O)CCc2nc3ccccc3c(=O)[nH]2)ccc1C,5,·,·,0.4,·,·,2,-12,0,1
O=C(Nc1ccc(N2CCOCC2)c(S(=O)(=O)Nc2cc(Cl)ccc2Cl)c1)c1cccnc1,1,-1,35,-0.1,5,-36,-2,-4,6,-7
Cc1ccsc1C1C(C#N)=C(N)OC2=C1C(=O)CC(C)(C)C2 (stereo unspecified),2,-2,4,-0.1,-3,-20,-4,7,29,-6
Cn1c(=O)[nH]c(=O)c2c1nc(N1CCNCC1)n2Cc1ccccc1Cl,-4,3,18,-17,-3,-16,4,0,12,3
CCn1c(SCC(=O)N/N=C/c2c[nH]c3ccccc23)nnc1-c1ccc(Cl)cc1,2,-2,20,1.1,2,-2,7,-15,13,-2
CC1(C)CC(=O)C(/C=N/c2ncccc2C(=O)O)=C(O)C1,-7,2,49,-0.7,3,-1,2,10,4,-1
COc1ccc(Cc2nc3ccc(C(=O)N(C)Cc4cc(C)[nH]n4)cc3o2)cc1OC,-2,3,-3,-0.5,-2,-3,-1,15,-8,2
Cc1nnc(N2C(=O)C(O)=C(C(=O)c3ccco3)C2c2ccc(F)cc2)s1 (stereo unspecified),-2,6,22,·,2,-14,-2,8,-5,1
CCCc1ccc(C(C)NC(=O)c2cnccn2)cc1 (stereo unspecified),1,7,48,0.0,6,-28,·,0,-4,·
COc1ccc(S(=O)(=O)NCC(=O)N(CC(=O)NCC2CCCO2)Cc2ccc(F)cc2)cc1 (stereo unspecified),2,6,20,-0.1,-2,-6,-2,0,3,2
O=C(COC(=O)c1nc(Cl)ccc1Cl)NNC(=O)c1ccccc1,4,·,28,-1.5,·,·,-4,-8,-4,-17
CCc1ccc(OCCCC(=O)NCc2ccco2)cc1,2,-2,-3,0.1,-1,-2,-7,-10,1,-13
COc1ccc(Oc2c(C=O)c3ccccc3n2C)cc1,-1,3,5,0.0,0,-21,-17,12,4,-21
Cc1cc2c(cc1C)N(CC(=O)N1CCCC1)C(=O)CC(c1ccccc1)=N2,6,-3,6,1.3,5,-21,20,-36,·,29
COc1ccc(CN(CC(=O)NC2CCCC2)C(=O)c2onc(C(N)=O)c2N)cc1,1,-3,6,-0.2,0,-10,-2,-12,1,-20
CCc1ccc(Nc2ccc(C(=O)O)cc2[N+](=O)[O-])cc1,4,2,26,0.4,0,6,-9,17,2,7
CC(=O)c1sc(N/N=C2\CC3CC2C(C)C3(C)C)nc1C (stereo unspecified),9,-8,12,0.2,3,-55,-2,-101,5,-2

Next part:
Molecule,HDAC3 inh,IEC-6 tox,AI-2 QS mod,HIF activator,HSP90 refold inh,KLF5 inh,HSF1 inhib,aSyn 5UTR inh,Platelet DG rel,HSF-1 act
CCN1CCN(c2ncc(C(=O)Nc3cc(Cl)ccc3OC)c3ccccc23)CC1,6,1,1,-0.8,0,5,2,-38,·,-10
CCN1C(=O)c2cccc3c(S(=O)(=O)Nc4ccccc4)ccc1c23,3,18,1,0.8,-1,-3,32,-7,7,59*
CC1CCCC(NC(=O)CN2C(=O)c3cccnc3Oc3ccc(Cl)cc32)C1C (stereo unspecified),3,1,20,0.2,-1,-15,14,9,-5,19
COc1cccc(C2/C(=C(\O)c3ccc4c(c3)OCCO4)C(=O)C(=O)N2CC2CCCO2)c1 (stereo unspecified),8,-2,13,·,-2,-11,·,·,·,·
O=S(=O)(c1ccc(OC(F)(F)F)cc1)N1CCC(O)(c2cccc(C(F)(F)F)c2)CC1,7,1,4,1.8,2,-15,2,22,-7,9
COc1ccc(S(=O)(=O)NCC(=O)N(CC(=O)NCc2ccco2)Cc2ccccc2)cc1,-9,-4,13,0.0,-2,-35,1,-10,4,8
CCc1noc(C)c1C(=O)Nc1nc(-c2ccc(OC)cc2OC)cs1,-2,·,37,0.3,·,·,-1,-12,-2,-13
COc1ccc(-c2ccc(CCC(=O)O)n2NC(=O)c2cccs2)cc1,1,-2,22,0.3,0,-29,6,-11,3,-18
Cc1cccc2sc(N(CCCN(C)C)C(=O)c3ccc4ncsc4c3)nc12,4,4,·,1.7,17*,-92,-13,-92,1,-9
CCc1nn(CC(=O)NCCCN2CCN(C)CC2)c(=O)c2cc3sc(C)cc3n12,-6,1,24,-0.1,1,-29,-3,8,-2,2
N#CCCn1[nH]c(-c2ccccc2)cc1=O,5,-1,19,-0.9,31*,-22,20,21,7,22
COc1cc(CNc2ccc3[nH]c(=O)[nH]c3c2)cc(Cl)c1OCC(=O)NC(C)(C)C,0,1,16,-2.9,-2,-13,-4,-13,-4,9
COc1ccc(S(=O)(=O)c2c(O)c3ccc(C(=O)Nc4cccc(F)c4)cc3[nH]c2=O)cc1,-1,-9,7,0.3,-1,-25,1,9,0,5
O=C(NCc1ccccc1F)C1CCCN1C(=O)NCc1ccccc1 (stereo unspecified),7,2,47,0.4,8,2,2,-6,-1,5
N=c1c2c3c(sc2ncn1N)CCC3,5,4,0,-0.3,-3,-12,-13,-29,-8,-21
CCOC(=O)COn1c(SCC(=O)OCC)nc2ccccc2c1=O,-5,-3,15,0.0,3,-10,2,6,-4,8
Cc1[nH]c2ccccc2c1/C=N\NC(=O)c1ccco1,11,7,-3,·,-4,-44,·,·,·,·
CC(=O)c1c(C)oc2ccc(NS(=O)(=O)c3ccccc3)cc12,3,3,11,0.0,-2,-8,6,11,-2,18
O=C(CSc1ncnc2sc3c(c12)CCC3)N1CCOCC1,-6,3,10,0.7,-2,-33,0,-13,7,-9
N#Cc1ccc(-c2ccc(OCC(=O)NCCCN3CCCC3=O)cc2)cc1,-79,2,0,2.1,4,-1,9,-4,6,10
CC1(C)CC(=O)NC=C(c2ccccc2)C1,0,-14,10,0.1,5,-7,2,17,-52,14
COc1ccccc1NC(=O)CSc1nnc(COc2ccc(Cl)cc2)n1Cc1ccco1,2,0,-4,-0.1,0,-45,70,42,-1,94*
Cn1cc(/C=C(\NC(=O)c2ccccc2Cl)C(=O)NCCCN2CCOCC2)c2ccccc21,5,5,12,-0.3,2,-4,5,10,5,-6
Cc1ccc(SCCCCN2C(=O)NC(C)(C)C2=O)cc1,3,0,18,-0.2,-2,-25,21,-22,-15,47
COc1ccc(CCN=C(N)NS(=O)(=O)c2ccc(F)cc2)cc1OC,5,0,8,-0.5,-1,7,0,5,-4,-3
CCOc1ccc(-n2c(=O)c3c4c(sc3n(CC(=O)NCC3CCCO3)c2=O)CCCC4)cc1 (stereo unspecified),·,-4,-10,0.0,-6,-18,4,12,22,-14
CCOCCOC(=O)C1=C(C)NC2=C(C(=O)CC(c3cccs3)C2)C1c1ccsc1 (stereo unspecified),-3,6,3,-0.1,3,-15,4,-10,-4,13
O=C(Nc1ccccc1)/C(=C1\CCCN1)[N+](=O)[O-],3,-6,15,0.6,-3,-6,-2,-6,10,10
CC1(C)Cc2cccc(OCC(=O)Nc3ccc(OCC(N)=O)cc3)c2O1,2,-3,9,0.3,-4,-34,0,10,-8,7
CCN(CC)S(=O)(=O)c1cccc(C(=O)NCC(c2ccccc2)N(C)C)c1 (stereo unspecified),0,-2,37,-25,-1,-12,0,13,-7,4

Remaining list, next part:
Molecule,HDAC3 inh,IEC-6 tox,AI-2 QS mod,HIF activator,HSP90 refold inh,KLF5 inh,HSF1 inhib,aSyn 5UTR inh,Platelet DG rel,HSF-1 act
COc1ccccc1-n1c(-c2ccccc2)c[n+]2c1CCc1ccccc1-2,-4&2,24*,41&25,0.2&0.6,10&-7,20&38,-2&-11,6&24,1&4,11&-3
N#C/C(=N\Nc1ccc([N+](=O)[O-])cc1)C(N)=S,15,6,33,0.4,2,-48,-1,-40,28,28
O=C(O)c1cccc(S(=O)(=O)N2CCN(Cc3ccc4c(c3)OCO4)CC2)c1,1,-6,13,0.5,-3,-15,-9,-5,-1,-2
OC(COC(c1ccccc1)c1ccccc1)CN1CCCCC1 (stereo unspecified),2,5,8,-1.7,1,-27,0,-11,-5,-6
CCOC(=O)c1nc2nc(-c3cccs3)cc(C(F)(F)F)n2n1,-13,-2,22,-0.2,-1,3,-4,-8,17,5
CCn1ncc([N+](=O)[O-])c1C(=O)Nc1c(C)cccc1C,-7,2,13,-8.6,-3,-32,-4,14,-1,-7
COc1ccc(OC)c(S(=O)(=O)N2c3cc(F)ccc3CCC2C)c1 (stereo unspecified),-1,-4,8,0.2,-4,-15,·,49,-3,·
Cc1cccc(N2CCN(C(=O)C3CCC(=O)N(C4CC4)C3)CC2)c1C (stereo unspecified),-1,-6,-4,0.1,-7,-2,-1,-12,-10,1
O=C(Oc1ccccc1)N1CCN(c2ccccc2F)CC1,3,1,20,-17,3,-36,5,-65,-4,6

High-throughput results deposited in PubChem BioAssay by several laboratories.
